Wnt bcat act – Wnt/beta-catenin pathway activators, primary screen, cell-based, plate reader, single point; AID 743398, 2014; hit rate 1.2% among 300,000; activation, % at 9.35 µM; Wnt/beta-catenin reporter cell assay, activator; in the data active means activation above about 30%, passing the limit was not always enough; inconclusive means no clear call, values can overlap the other calls;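 further: 0% = neutral control wells and 100% = positive control wells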
dFosB act – activators of delta FosB homodimer, primary screen, biochemical, fluorescence polarization, TAMRA-CDK5 oligo, single point; Protein FosB (Mus musculus), P13346; purified delta FosB; percent of positive-control signal above neutral wells; activation, % at 25 µM; hit rate 0.99% among 340,000;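 active means mean activation above about 17%, with every replicate also reaching it, limit read from the data, passing the limit was not always enough; inconclusive means only one of the two conditions met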;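 further: fluorescence polarization rise as delta FosB binds a TAMRA Cdk5 AP-1 oligo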
Target sequence (P13346 whole entry, looked up): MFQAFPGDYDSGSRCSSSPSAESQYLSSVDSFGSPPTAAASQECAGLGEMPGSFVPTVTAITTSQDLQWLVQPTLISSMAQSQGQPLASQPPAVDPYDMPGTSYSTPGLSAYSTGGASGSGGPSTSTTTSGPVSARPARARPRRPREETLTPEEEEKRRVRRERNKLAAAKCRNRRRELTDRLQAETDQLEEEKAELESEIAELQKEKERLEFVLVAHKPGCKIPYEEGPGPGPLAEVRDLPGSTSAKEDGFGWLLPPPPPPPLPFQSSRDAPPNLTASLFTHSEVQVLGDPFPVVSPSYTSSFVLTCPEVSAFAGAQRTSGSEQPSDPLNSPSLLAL
SR-BI DiI inh – inhibitors of SR-BI mediated HDL lipid uptake, primary screen, ldlA[mSR-BI] cells, fluorescence, single point. Scavenger receptor class B member 1 (Mus musculus), Q61009. ldlA[mSR-BI] CHO cells, DiI-HDL uptake fluorescence, 3 h. inhibition, % at 12.5 µM. hit rate 0.96% among 320,000. AID 488896, 2010;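 active means mean replicate inhibition of at least 70% and a set share of replicates each scoring 70 or more; inconclusive means meets just one of the two criteria; inactive means fails both criteria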;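 further: 0% = median of neutral control wells and 100% = median of positive control wells; values of inactives mirror those of a sister screen read the other way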
Target sequence (Q61009 whole entry, looked up): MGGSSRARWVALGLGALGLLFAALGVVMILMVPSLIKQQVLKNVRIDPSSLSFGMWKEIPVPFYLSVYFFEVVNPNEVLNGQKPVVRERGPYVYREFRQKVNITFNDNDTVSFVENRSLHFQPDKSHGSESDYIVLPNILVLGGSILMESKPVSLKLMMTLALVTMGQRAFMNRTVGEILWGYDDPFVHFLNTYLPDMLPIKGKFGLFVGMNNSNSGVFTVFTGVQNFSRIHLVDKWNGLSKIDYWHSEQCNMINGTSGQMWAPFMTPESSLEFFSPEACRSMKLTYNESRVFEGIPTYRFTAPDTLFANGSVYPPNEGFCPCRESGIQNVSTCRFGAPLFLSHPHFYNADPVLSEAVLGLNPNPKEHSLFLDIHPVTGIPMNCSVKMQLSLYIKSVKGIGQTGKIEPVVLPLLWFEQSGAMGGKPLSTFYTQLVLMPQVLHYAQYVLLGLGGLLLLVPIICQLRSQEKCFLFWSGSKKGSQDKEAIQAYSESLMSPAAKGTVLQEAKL
HTR5A ag – HTR5A agonists in luminescence cell assay, primary screen, counter-screen for OPRM1-OPRD1 heterodimer agonist project, full-deck HTS | hit rate 0.61% among 340,000 | 5-hydroxytryptamine receptor 5A (Homo sapiens), P47898 | cell-based | activation, % at 9.3 µM | AID 504692, 2011; in the data active means activation mostly above about 9.5%, no sharp cut-off; inactive means mostly below about 7.6%;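 further: 0% = cells with vehicle only and 100% = reference agonist; strong numbers were not always called active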
V-ATPase pHluor – regulators of yeast V-ATPase proton pumping, primary screen, pHLuorin cytosolic pH fluorescence; S. cerevisiae; response, % at 10 µM; hit rate 0.37% among 350,000; in the data active means response mostly above about 7.3%, no sharp cut-off; inactive means mostly below about 5.4%; further: actives read high; inactives centre near 0; some compounds called inactive have numbers as strong as hits; reference of the scale not given here
HTR5A inv ag – HTR5A inverse agonists in luminescence cell assay, primary screen, counter-screen for OPRM1-OPRD1 heterodimer inverse agonist project, full-deck HTS; inhibition, % at 9.3 µM; AID 504634, 2011; 5-hydroxytryptamine receptor 5A (Homo sapiens), P47898; HTR5A cell line, inverse agonism; hit rate 0.083% among 340,000; in the data active means inhibition mostly above about 23%, no sharp cut-off; inactive means mostly below about 18%;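 further: 0% = cells with DMSO and 100% = no-cell wells with DMSO; some compounds called inactive have numbers as strong as hits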
PvdQ acylase – P. aeruginosa PvdQ acylase inhibitors, primary screen, biochemical, fluorescence, plate reader and imaging, single point. purified PvdQ acylase. PvdQ acylase [Pseudomonas aeruginosa LESB58]. inhibition, % at 10 µM. hit rate 0.063% among 340,000; in the data active means inhibition above about 30%, passing the limit was not always enough; inconclusive means no clear call, values can overlap the other calls;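 further: 0% = vehicle neutral wells and 100% = reference inhibitor wells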
MITF act – activators of MITF-driven TRPM1 promoter reporter, primary screen, cell-based, SK-MEL-5, luciferase, single point; SK-MEL-5 TRPM1-promoter luciferase, 24 h; % of positive control, neutral wells = 0; activation, % at 12.5 µM; hit rate 0.75% among 300,000;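 active means mean activation of at least 80% with every replicate also reaching 80%; inconclusive means mean reaches 80% but some replicate falls short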;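 further: 0% = neutral control wells and 100% = parthenolide positive control wells; values of inactives mirror those of a sister screen read the other way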
NSD2 inh – NSD2 histone methyltransferase inhibitors, primary screen, biochemical, AlphaScreen, single concentration, set 2. Histone-lysine N-methyltransferase NSD2 (Homo sapiens), O96028. NSD2 peptide methylation, 120 min. inhibition, % at 12.5 µM. hit rate 0.54% among 310,000; in the data active means inhibition above about 50%
CDK5 inh – inhibitors of human CDK5/p35 kinase, primary screen, biochemical, single concentration; Cyclin-dependent kinase 5 (Homo sapiens) + Cyclin-dependent kinase 5 activator 1 (Homo …; Recombinant CDK5/p35, ADP-Glo luminescence, 60 min; inhibition, % at 10 µM; hit rate 0.01% among 330,000; AID 488839, 2010;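 active means highest replicate inhibition of at least 50% and at least 75% of replicates reaching 50%; inconclusive means only one of the two criteria met; inactive means both criteria failed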;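 further: plate controls were DMSO neutral control for no effect and GW8510 at 10 µM for full effect; many of its hits are not listed in these tables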
Active calls of the source: *; ? = inconclusive; nt = no result given. This is a random part of the collection. Share with any hit: about 5%.

No.	Compound	Wnt bcat act	dFosB act	SR-BI DiI inh	HTR5A ag	V-ATPase pHluor	HTR5A inv ag	PvdQ acylase	MITF act	NSD2 inh	CDK5 inh
1	Cc1c(Cl)cccc1S(=O)(=O)N1CCC(C(=O)NNC(=O)C2CC2)CC1	-1.5	-1.7	44.6	-1.5	-1.3	4.0	1.4	9.2	-0.3	-0.9
2	O=C(CN1CCN(C(=O)c2ccc(OCc3cn4ccccc4n3)cc2)CC1)Nc1cccc(F)c1	-1.9	-6.6	33.1	1.5	0.9	-5.6	-12.8	11.1	nt	1.2
3	CCCCn1c(/N=C/c2c[nH]c3ccccc23)nc2ccccc21	nt	-15.6	12.8	0.9	5.1	2.8	-8.5	-24.5	-0.9	-1.6
4	CCCOc1ccc(CNC(=O)C2CCN(c3nn4c(=O)cc(C)nc4s3)CC2)cc1	-0.1	-6.7	22.0	-4.7	-1.3	-7.4	2.8	-8.3	28.3	0.0
5	COc1ccc(NS(=O)(=O)c2ccc(-c3coc(C)n3)cc2)c(OC)c1	-1.1	-15.8	-33.1	4.7	5.8	-7.7	-4.1	-3.9	-0.6	-0.4
6	COC(=O)Cc1csc(Nc2ccccc2)n1	1.5	-4.7	-37.5	-0.3	-1.2	-2.0	-8.6	27.9	-1.0	-1.0
7	CCCNC(=O)C1CNc2ccccc2O1 (centres undefined)	nt	-3.9	-17.3	7.3	-2.5	-18.5	-9.3	-12.9	0.5	1.1
8	Cc1sc2ncn(-n3c(C)ccc3C)c(=O)c2c1C	0.4	10.5	21.5	2.8	0.7	-7.6	-8.4	-10.4	4.1	0.2
9	COc1cccc(-c2ccc(=O)n(CC(=O)Nc3cc4c(cc3NC(C)=O)OCCO4)n2)c1	-1.3	-15.6	17.0	4.0	1.8	-11.5	-6.9	-0.8	0.6	0.0
10	COc1ccc(NS(=O)(=O)c2cccc(C(=O)N/N=C(\C)c3ccc(-n4ccnc4)cc3)c2)cc1	nt	3.7	33.0	5.3	-0.3	-8.2	-6.4	8.3	0.5	1.4
11	Cc1ccc(S(=O)(=O)C2(C(=O)NC3CCCCC3)CC2)cc1	-4.1	-16.9	-6.2	0.7	-2.2	-0.1	-5.9	9.3	7.1	-1.2
12	COc1cc(/C=N/Nc2nc(C)nc3c2cnn3-c2ccccc2)ccc1O	0.5	0.7	69.2	16.2*	-0.3	-7.0	-10.0	4.9	1.2	-2.2
13	Cc1cccc(OCCC(=O)Nc2ccc(Cl)cc2F)c1	0.4	-1.1	-16.1	5.4	-1.7	-18.3	-6.4	nt	-6.3	0.5
14	CCOC(=O)CNC(=O)c1cc(-c2ccc3c(c2)OCCO3)oc1C	-3.0	-5.3	17.0	9.6	0.5	-25.8	-11.4	38.9	-1.5	0.9
15	CCOC(=O)CC1C(=O)NCCN1Cc1ccc(OC)c(OC)c1 (centres undefined)	-0.6	5.6	-28.7	2.6	2.6	-6.5	-15.3	2.8	-3.3	-1.6
16	COc1ccc(CN2CCN(C(=O)c3cccs3)CC2)cc1	nt	-5.5	-19.5	-4.0	2.4	11.9	-8.6	1.6	13.5	-1.0
17	CCn1cc([N+](=O)[O-])c(C(=O)N2CCCC2)n1	-0.2	-1.4	-5.7	3.6	-1.3	-11.4	-18.9	2.1	-4.0	-5.5
18	NC(=O)CNc1n[nH]c(=S)[nH]c1=O	-7.9	6.0	2.5	0.3	-0.1	-5.8	9.5	-5.2	-4.3	-0.2
19	Cc1cc(F)c(F)c(C(=O)N2CCC(C)CC2)c1Cl	-3.3	-6.0	-0.9	2.5	-0.7	-7.2	-16.6	-6.7	0.4	1.1
20	O=C(CN1CCN(c2ccccc2O)CC1)Nc1ccc(S(=O)(=O)N2CCCCCC2)cc1	11.1	-4.8	20.2	3.8	-6.5	-20.7	6.0	-6.3	0.5	1.2
21	Cc1nn(C(C)C(=O)N2CCN(c3ccccn3)CC2)c(=O)c2cc3occc3n12 (centres undefined)	nt	2.1	-6.7	-2.3	1.6	-10.7	-1.3	-4.1	1.1	-1.3
22	Cc1c(C(=O)N2CCCC2)c(S(=O)(=O)Nc2ccccc2)c(C)n1C	-0.2	-9.6	-0.9	2.4	2.2	-15.9	-4.6	-3.4	nt	-2.3
23	CN(Cc1ccco1)c1ncnc2ccc(-c3ccccc3Cl)cc12	-0.4	4.5	23.2	0.6	-1.2	15.9	0.5	-16.2	nt	1.0
24	Cc1ccc(C(=O)N/C(=C\c2cn(C)c3ccccc23)C(=O)OCCN(C)C)cc1	0.2	-2.3	-7.2	4.8	-1.3	-12.4	-8.8	-5.8	4.3	0.3
25	CCc1nc(SCC(=O)Nc2nc3c(s2)CCCC3)c2ccccc2n1	nt	0.5	nt	-4.5	4.5	13.7	-10.6	nt	2.6	-0.8
26	COC(=O)C(Cc1ccccc1)NC(=O)CCNC(=O)c1ccc(Br)cc1 (centres undefined)	0.8	-9.3	-1.5	5.6	-1.1	-16.0	-10.8	-0.7	2.9	0.8
27	Cc1cccnc1NC(=O)c1csnn1	3.3	0.5	-20.5	2.3	1.1	-9.2	-7.6	4.2	nt	-0.3
28	Cc1ccc2c(c1)C(=O)C(=O)N2Cc1ccc(F)cc1	-20.2	-2.0	6.5	-1.7	-1.3	5.1	-0.8	-11.3	nt	-1.0
29	CCOc1cc(CNn2nnnc2N)cc(Cl)c1OCC(=O)NC(C)(C)C	1.3	-3.5	0.8	1.7	5.0	5.0	-2.0	nt	-0.9	-4.6
30	CC1Cc2cc(/C=C3/SC(N4CCC(C(N)=O)CC4)=NC3=O)ccc2O1 (centres undefined)	-0.7	-0.8	6.7	nt	-4.0	nt	-9.5	nt	1.6	0.0

Whole records, looked up by structure.
Cc1sc2ncn(-n3c(C)ccc3C)c(=O)c2c1C across the screens: Wnt bcat act: 0.4; dFosB act: 10.5; SR-BI DiI inh: 21.5; HTR5A ag: 2.8; V-ATPase pHluor: 0.7; HTR5A inv ag: -7.6; PvdQ acylase: -8.4; MITF act: -10.4; NSD2 inh: 4.1; CDK5 inh: 0.2
COc1ccc(NS(=O)(=O)c2cccc(C(=O)N/N=C(\C)c3ccc(-n4ccnc4)cc3)c2)cc1 across the screens: Wnt bcat act: nt; dFosB act: 3.7; SR-BI DiI inh: 33.0; HTR5A ag: 5.3; V-ATPase pHluor: -0.3; HTR5A inv ag: -8.2; PvdQ acylase: -6.4; MITF act: 8.3; NSD2 inh: 0.5; CDK5 inh: 1.4

The list goes on.
No.	Compound	Wnt bcat act	dFosB act	SR-BI DiI inh	HTR5A ag	V-ATPase pHluor	HTR5A inv ag	PvdQ acylase	MITF act	NSD2 inh	CDK5 inh
31	COCC(=O)Nc1cc([N+](=O)[O-])ccc1OC	-1.1	-2.8	-2.3	-2.5	1.7	-14.0	-5.4	2.1	6.2	-1.4
32	Cc1ccc(S(=O)(=O)NCC(=O)N2CCN(S(=O)(=O)c3ccc(Cl)cc3)CC2)cc1C	-4.1	-2.0	-2.0	1.9	2.8	12.2	-15.9	0.4	2.7	-1.5
33	CCCCCn1c(SCC(=O)c2ccccc2)nc2cc(C(=O)NCc3ccco3)ccc2c1=O	nt	-4.4	-25.4	0.6	4.4	-1.9	8.3	nt	0.1	0.2
34	COc1ccc(Cl)cc1S(=O)(=O)N1CCCC(C(=O)NCc2ccccn2)C1 (centres undefined)	2.7	-7.9	-9.0	-4.2	1.3	11.4	-15.2	-4.0	-0.6	-0.9
35	CN(CC1CCCN(CCc2ccc(Cl)cc2)C1)C(=O)C(=O)c1ccco1 (centres undefined)	2.6	0.1	-22.8	5.8	-1.5	3.8	13.2	-4.4	nt	0.8
36	CCC1CCC(N2CCN(c3ccc([N+](=O)[O-])cc3)CC2)CC1 (centres undefined)	-4.5	1.4	9.0	1.2	6.1	-3.2	10.1	11.2	16.0	-1.4
37	Cc1ccn(CC(=O)O)c(=O)c1	-1.0	-5.0	-14.7	-2.7	-0.7	7.0	-14.0	-5.8	27.4	-1.6
38	CSCCC(N=C1NS(=O)(=O)c2ccccc21)C(=O)N1CCCC(C(N)=O)C1 (centres undefined)	-3.1	6.3	-11.8	-2.1	-4.6	5.3	-14.4	5.4	-0.9	1.0
39	Cc1ccc(-c2nc3ncccc3o2)cc1NC(=O)c1ccccc1	2.9	2.2	10.5	-0.7	-1.2	-3.2	1.0	nt	nt	-0.7
40	CC(=O)c1ccccc1NS(=O)(=O)c1c(C)nn(-c2ccccc2)c1C	nt	-9.6	11.1	-6.9	-2.2	22.4	-16.1	-3.1	0.8	0.1
41	CC(C)(C)c1ccc(S(=O)(=O)NCc2ccc(C(=O)N3CCCC3)cc2)cc1	-2.7	-5.4	4.2	-0.1	1.0	9.0	9.0	-8.8	-2.8	1.2
42	O=C(CSc1nc2c(c(C(F)(F)F)n1)CCc1ccccc1-2)NCc1ccc(F)cc1	-1.1	-2.6	2.8	1.6	-0.6	-2.9	-14.3	-2.2	3.5	-0.1
43	COc1ccccc1NC(=O)CCNS(=O)(=O)c1ccc2c(c1)CC(C)N2C(=O)C1CC1 (centres undefined)	-0.1	1.6	-1.3	-3.1	5.2	11.6	-1.7	1.6	1.4	-0.4
44	C=CCOC(=O)C1=C(C)OC(N)=C(C#N)C1c1ccco1 (centres undefined)	2.8	-5.3	-17.2	-0.1	4.2	7.9	-10.7	nt	-1.7	2.0
45	CN(C(=O)COC(=O)c1n[nH]c2ccccc12)c1ccccc1	1.2	-5.7	-7.0	9.4	-2.5	-17.7	11.4	27.5	0.4	1.0
46	COc1ccc(-c2cc(-c3nc4ccccn4c3NCc3ccccc3)ccc2OC)cc1	11.2	2.3	?	13.0	3.6	-58.0	-5.7	-85.0	nt	0.7

From PubChem BioAssay
